Assay outcomes as filed in PubChem BioAssay.
RGS4 inh: blocks human RGS4-accelerated GTP hydrolysis; Transcreener GDP fluorescence polarization, RGS4-accelerated GTP hydrolysis; Potency, µM (series often up to 114 µM), inactives show at the highest dose activity change, negative = inhibition, hits mostly inhibitors; 0.039% of 390,000 active; note: potency is the fitted concentration of half-maximal effect; % is set by controls: 0 for no effect and ±100 for the full control effect; nearly all actives have a fitted effect of over 75% in size; some results filed as inactive show a strong effect at the top dose
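MLSMR compounds (23 nl, pin-transferred) preincubated 10 min at room temperature with a 500nM (2x) first reagent, then RGS4 at 900nM (2x) plus Transcreener GDP mix added; fluorescence polarization (620/688 nm) read before and after 90 min at 30 °C.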
ALOX12 inh: ALOX12 (human) lipoxygenase inhibition; purified 12hLO, xylenol orange hydroperoxide absorbance; 1.1% of 580,000 active; Potency, µM (titrated, usually from 108 µM), without a hit: at the highest dose activity change, negative = inhibition, most hits filed as inhibitors; note: potency is the fitted concentration of half-maximal effect; % is set by controls: 0 for no effect and ±100 for the full control effect
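Purified human 12hLO at 150 nM in 25 mM Hepes, 0.01% Triton X-100, pH 7.0, preincubated 15 min at room temperature with compound. Reaction started with 40 uM arachidonic acid, 30 min at room temperature. Hydroperoxide measured by Fe-xylenol orange, 573/405 nm absorbance ratio.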
Pol kappa inh: blocks human DNA polymerase kappa activity | purified Pol kappa, fluorescent DNA synthesis assay, 10 min | Potency, µM (titrated, usually from 107 µM), for the others: at the highest dose activity, negative = inhibition, usual class: inhibitors | 0.53% of 400,000 active; note: potency is the fitted concentration of half-maximal effect; % is set by controls: 0 for no effect and ±100 for the full control effect
Target sequence (Q9UBT6 whole entry, looked up): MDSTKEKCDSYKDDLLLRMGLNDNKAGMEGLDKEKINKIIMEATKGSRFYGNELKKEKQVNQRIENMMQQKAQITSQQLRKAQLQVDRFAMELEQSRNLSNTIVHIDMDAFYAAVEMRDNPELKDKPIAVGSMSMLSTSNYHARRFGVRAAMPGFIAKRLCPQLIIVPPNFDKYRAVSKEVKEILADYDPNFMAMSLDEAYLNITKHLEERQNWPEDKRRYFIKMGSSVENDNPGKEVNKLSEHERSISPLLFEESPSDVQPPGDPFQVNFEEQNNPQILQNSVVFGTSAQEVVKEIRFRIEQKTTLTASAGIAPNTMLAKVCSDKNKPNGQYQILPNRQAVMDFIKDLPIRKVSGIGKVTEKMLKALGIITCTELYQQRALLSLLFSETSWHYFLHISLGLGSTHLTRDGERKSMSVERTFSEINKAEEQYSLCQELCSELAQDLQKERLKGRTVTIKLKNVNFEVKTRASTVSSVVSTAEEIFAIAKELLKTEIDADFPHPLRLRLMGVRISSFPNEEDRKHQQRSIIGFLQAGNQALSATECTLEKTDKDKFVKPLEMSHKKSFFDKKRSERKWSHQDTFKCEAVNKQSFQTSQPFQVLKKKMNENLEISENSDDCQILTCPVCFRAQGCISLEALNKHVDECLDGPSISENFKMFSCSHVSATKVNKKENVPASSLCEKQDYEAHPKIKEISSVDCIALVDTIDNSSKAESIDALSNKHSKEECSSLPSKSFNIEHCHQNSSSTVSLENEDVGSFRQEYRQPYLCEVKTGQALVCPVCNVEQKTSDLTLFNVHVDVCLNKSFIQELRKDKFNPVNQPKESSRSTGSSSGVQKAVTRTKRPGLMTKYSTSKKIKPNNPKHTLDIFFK
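Activity was followed as the change in fluorescence between reads at 0 and 10 min after starting the reaction with 50 nM substrate. Beforehand, 10 nM polymerase had been preincubated with compound for 15 min at room temperature.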
LDHA inh: inhibitors of human lactate dehydrogenase A; activity change, % (values are at about 110 or 230 µM); 0.15% of 480,000 active; purified LDHA, NADH/diaphorase-resazurin fluorescence; hits give low values; in the data active = activity change below about -30%; inconclusive = mostly about -25% to -30%;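 note: plate controls were DMSO wells for no effect and wells without enzyme for full effect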
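Remaining NADH was detected by diaphorase (0.133 mg/mL) converting 37 µM resazurin to fluorescent resorufin, read at 0 and 20 minutes. The preceding 5-minute room-temperature reaction used 2 nM LDHA, 0.2 mM sodium pyruvate and 0.06 mM NADH at pH 7.4.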
APEX1 inh: blocks human APE1 abasic DNA cleavage; 0.35% of 350,000 active; recombinant APE1, TAMRA/BHQ-2 abasic DNA cleavage fluorescence; Potency, µM (top dose mostly 65.8 µM), for inactives: top-dose activity change, negative = inhibition, hits mostly inhibitors; AID 2517; P27695;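 note: potency is the fitted concentration of half-maximal effect; plate controls were vehicle for no effect and reference inhibitor for full effect; nearly all actives have a fitted effect of over 55% in size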
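0.75 nM APE1 + cpd, 15 min RT; start w/ 50 nM TAMRA/BHQ-2 THF-abasic dsDNA; kinetic fluor 525/598 nm ×3 reads @60 s; Δ(read3−read1); normalized to DMSO and NSC13755 control wells.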
ERG-DNA inh: ERG Ets/DNA interaction inhibition | 0.028% of 370,000 active | fluorescence polarization, His-ERG Ets domain / labelled DNA | Potency, µM (doses to about 76.9 µM), without a hit: at the top dose FP activity, negative = inhibition, hits mostly inhibitors; active = well fitted inhibition curve with a large enough effect in the polarisation, with a control signal flat; inconclusive = small, poorly fitted or top-dose-only effect, or effect the other way, or a change in a side signal; inactive = no such curve, though single readings can be large or run the other way; the % refers to the polarisation;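 note: polarization taken with two DNA probes labelled with fluorescein and Texas red; potency is the fitted concentration of half-maximal effect; % of control where 0% means no effect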
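His-tagged ERG Ets domain (1 uM in the protein solution; 300mM KCl, 50mM Tris-HCl, 1mM EDTA, 1mM DTT, pH 7.5) received compound, then a probe mix of 5 nM fluorescein-DNA and 100nM Texas-615-DNA. Fluorescence polarization was read for both dyes.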
Apoferritin bind: binds horse apoferritin like a general anesthetic; P02791; Potency, µM (series often up to 77.5 µM), for inactives: top-dose activity change, negative = displacement, hits mostly inhibitors; AID 485281; apoferritin/1-aminoanthracene competitive binding, fluorescence; 0.074% of 350,000 active; note: potency is the fitted concentration of half-maximal effect; % is set by controls: 0 for no effect and ±100 for the full control effect; nearly all actives have a fitted effect of over 20% in size
Target sequence (P02791 2-175 limits assumed): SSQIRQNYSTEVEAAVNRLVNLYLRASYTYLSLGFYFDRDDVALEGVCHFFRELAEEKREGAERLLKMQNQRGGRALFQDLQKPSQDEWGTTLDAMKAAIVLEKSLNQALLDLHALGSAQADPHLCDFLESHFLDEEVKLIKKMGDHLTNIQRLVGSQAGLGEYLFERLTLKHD
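Read-out: endpoint 1-AMA fluorescence, excitation 380 nm and emission 535 nm, after compounds sit 10 min at room temperature with 10 uM horse-spleen apoferritin in 50% saturated 1-AMA/PBS. Values come from four-parameter Hill fits.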
POLH inh: blocks human DNA polymerase eta activity. Potency, µM (highest dose often 114 µM), for the others: at the top dose activity change, negative = inhibition, most hits filed as inhibitors. Q9Y253. recombinant Pol eta, fluorescent DNA replication assay. 1.2% of 390,000 active; note: potency is the fitted concentration of half-maximal effect; % is set by controls: 0 for no effect and ±100 for the full control effect
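Fluorescent replication assay: 50 nM final substrate added after a 15 min room-temperature compound preincubation with 10 nM enzyme. Signal taken at 0 min and again at 10 min.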
Pol beta inh: inhibitors of human DNA polymerase beta | P06746 | 1.3% of 340,000 active | Potency, µM (doses to about 114 µM), without a hit: at the top dose activity change, negative = inhibition, hits mostly inhibitors | Pol beta primer extension/strand displacement, fluorescence kinetic; note: potency is the fitted concentration of half-maximal effect; % is set by controls: 0 for no effect and ±100 for the full control effect
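Reaction started by 50 nM substrate onto compound-treated Pol beta (10 nM, 15 min preincubation, room temperature); plates read at 0 min and 10 min. Normalized concentration-effect data fitted by four-parameter Hill equation.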
An asterisk follows results filed as active; & = joins results of further samples; [ ] = dose if it differs, or a comment. Unless noted, calls come from the whole dose curve; as a rule, active = well fitted curve in the direction sought with a large enough effect; inconclusive = small, poorly fitted or top-dose-only effect, or another doubt; inactive = no such curve, though single readings can be large; an effect the other way counts as inactive or inconclusive. The list is partial; the hit share may differ from the screen's.

Screening COc1ccc(C(O)Cc2nccn2C)cc1 (stereo not given) returned RGS4 inh -20%, ALOX12 inh 9%, Pol kappa inh 13%, LDHA inh -4, ERG-DNA inh 3% and POLH inh -16%.
Screening O=C(O)C1C2C=CC(C2)C1C(=O)NCCCN1CCCC1=O (stereo not given) returned RGS4 inh 31%, ALOX12 inh 0%, Pol kappa inh -7%, LDHA inh -10, APEX1 inh 6%, ERG-DNA inh -2%, Apoferritin bind -2%, POLH inh 8% and Pol beta inh 0%.
`CCOc1cccc(Nc2cc3n(c(=O)n2)CCc2cc(OC)c(OC)cc2-3)c1` gave RGS4 inh 10%, ALOX12 inh 0%, Pol kappa inh -3%, LDHA inh 0, APEX1 inh -4%, ERG-DNA inh 9%, Apoferritin bind -12%, POLH inh 8% and Pol beta inh inconclusive.
`CCCS(=O)(=O)N1CCC(C(=O)NCCCOC(C)C)CC1` gave RGS4 inh -10%, ALOX12 inh 20%, Pol kappa inh 0%, LDHA inh -5, APEX1 inh -8%, ERG-DNA inh 1%, Apoferritin bind -9%, POLH inh -4% and Pol beta inh 3%.
C=C1CCN([C@@H](C)C(=O)NCc2cc(OC)c(OC)c(OC)c2)S(=O)(=O)c2ccccc21 was read as RGS4 inh 28%, ALOX12 inh 3%, Pol kappa inh -5%, LDHA inh 1, APEX1 inh 2%, ERG-DNA inh -2%, Apoferritin bind -7%, POLH inh -7% and Pol beta inh 2%.
Screening COc1ccc(NC(=O)c2c(NCc3cccc(F)c3)sc3c2CCCC3)c(OC)c1 returned RGS4 inh -27%, ALOX12 inh inconclusive, Pol kappa inh -8%[60.1 µM], LDHA inh 5, ERG-DNA inh 3%, Apoferritin bind -7%, POLH inh -9% and Pol beta inh -18%.
For COc1cc(S(=O)(=O)NCc2cccnc2)ccc1F the results were RGS4 inh 13%, ALOX12 inh 0%, Pol kappa inh 7%, LDHA inh -4, APEX1 inh -1%, ERG-DNA inh 1%, Apoferritin bind -13%, POLH inh -2% and Pol beta inh 3%.
Screening COc1ccc2c(CNCCc3ccco3)c(C(=O)O)n(Cc3ccccc3)c2c1 returned RGS4 inh 5%, ALOX12 inh -1%, Pol kappa inh 5%, LDHA inh 5, ERG-DNA inh 2%, Apoferritin bind -20%, POLH inh -2% and Pol beta inh -17%.
NC(=S)NN=C(c1ccc(Br)cc1)C1CC1 was read as RGS4 inh inconclusive, ALOX12 inh -4%, Pol kappa inh -10%, LDHA inh -5, ERG-DNA inh -12% and POLH inh -20%.
For O=C(CCn1c(=O)oc2ccccc21)Nc1ccon1 the results were RGS4 inh -9%, ALOX12 inh 10%, Pol kappa inh -15%, LDHA inh -7, APEX1 inh 14%, ERG-DNA inh 1%, Apoferritin bind 10%, POLH inh -3% and Pol beta inh 44%.
For Cc1oc(-c2cccc(Cl)c2)nc1CSc1nncn2c1cc1occc12 the results were RGS4 inh 3%, ALOX12 inh -11%, Pol kappa inh -12%, LDHA inh -9, ERG-DNA inh 2%, Apoferritin bind 46%[activator], POLH inh -4% and Pol beta inh 9%.
Screening Cn1c(-c2cccc([N+](=O)[O-])c2)[n+](C)c2ccccc21 returned RGS4 inh 9%, ALOX12 inh 6%, Pol kappa inh 7%, LDHA inh 0, APEX1 inh 11%, ERG-DNA inh -4%, Apoferritin bind -4%, POLH inh -11% and Pol beta inh 49%.

Two records drawn at random from the list so far:
For O=C(CCn1c(=O)oc2ccccc21)Nc1ccon1 the results were RGS4 inh -9%, ALOX12 inh 10%, Pol kappa inh -15%, LDHA inh -7, APEX1 inh 14%, ERG-DNA inh 1%, Apoferritin bind 10%, POLH inh -3% and Pol beta inh 44%.
Screening O=C(O)C1C2C=CC(C2)C1C(=O)NCCCN1CCCC1=O (stereo not given) returned RGS4 inh 31%, ALOX12 inh 0%, Pol kappa inh -7%, LDHA inh -10, APEX1 inh 6%, ERG-DNA inh -2%, Apoferritin bind -2%, POLH inh 8% and Pol beta inh 0%.

The listing continues.
Screening O=C(CSC(=S)N1CCCC1)NCCc1ccccc1 returned RGS4 inh -47%, ALOX12 inh -1%, Pol kappa inh 0%, LDHA inh 5, APEX1 inh 6%, ERG-DNA inh -3% and POLH inh -11%.
COc1ccc(-c2cc(C(=O)NCCCN3CCOCC3)no2)cc1 was read as RGS4 inh -1%, ALOX12 inh -2%, Pol kappa inh 0%, LDHA inh -4, APEX1 inh 12%, ERG-DNA inh -2%, Apoferritin bind -5%, POLH inh -3% and Pol beta inh 14%.
CCOc1ccc(C2NC(=O)c3ccccc3O2)cc1OC (stereo not given) was read as RGS4 inh 15%, ALOX12 inh 16%, Pol kappa inh -13%, LDHA inh 7, APEX1 inh 56%[activator], ERG-DNA inh -6%, Apoferritin bind -9%, POLH inh 6% and Pol beta inh 20%.
For COc1cc(NS(=O)(=O)c2ccc(NC(=O)c3ccccc3C(=O)O)cc2)nc(OC)n1 the results were RGS4 inh 5%, ALOX12 inh -16%, Pol kappa inh -8%, LDHA inh -17, ERG-DNA inh -3%, Apoferritin bind -2%, POLH inh -16% and Pol beta inh 38%.
For CC(C)(C)n1nnnc1CN1CCN(C(c2ccccc2)c2ccccc2)CC1 the results were RGS4 inh -2%, ALOX12 inh 0%, Pol kappa inh -11%, LDHA inh -2, APEX1 inh 10%, ERG-DNA inh 4%, Apoferritin bind -8%, POLH inh -3% and Pol beta inh -1%.
`O=C1NC(=O)C(c2ccccc2)(c2ccc(O)cc2)N1` (stereo not given) gave RGS4 inh 14%, ALOX12 inh -11%, Pol kappa inh 2%, LDHA inh -4, APEX1 inh -11%, ERG-DNA inh 3% and POLH inh -11%.
CCn1ccnc1CN1CCCC(C(=O)c2ccc3c4c(cccc24)CC3)C1 (stereo not given) was read as RGS4 inh -30%, ALOX12 inh -11%, Pol kappa inh 1%, LDHA inh -2, APEX1 inh 0%, ERG-DNA inh -15%, Apoferritin bind -6%, POLH inh -15% and Pol beta inh 0%.
CCOc1cc(/C=C/c2cc(C(=O)O)c3ccccc3n2)ccc1OC was read as RGS4 inh -19%, ALOX12 inh inconclusive, Pol kappa inh -15%, LDHA inh -3&-4, APEX1 inh 14%, Apoferritin bind 3%, POLH inh -8% and Pol beta inh 61%.
For Cc1ccc(N(CC(=O)N2CCN(c3ccccc3)CC2)S(=O)(=O)c2c(C)noc2C)cc1 the results were RGS4 inh 21%, ALOX12 inh -18%, Pol kappa inh -24%, LDHA inh -8, ERG-DNA inh 4%, Apoferritin bind -5%, POLH inh -25% and Pol beta inh 0%.
For Cc1ccc(CCNC(=O)CS(=O)Cc2nc(-c3ccccc3F)oc2C)cc1 (stereo not given) the results were RGS4 inh 15%[11.4 µM], ALOX12 inh 6%, Pol kappa inh -9%, LDHA inh -4, APEX1 inh -10%, ERG-DNA inh -4%, Apoferritin bind -15%, POLH inh 5% and Pol beta inh 10%.
`COc1cc(N=Nc2c(O)c3ccccc3[nH]c2=O)c(OC)cc1N=Nc1ccccc1` gave RGS4 inh 1%, Pol kappa inh -3%, LDHA inh -2, APEX1 inh inconclusive, ERG-DNA inh 14%, Apoferritin bind 1%, POLH inh -19% and Pol beta inh inconclusive.
For CC1CCC(NC(=O)CN2C(=O)c3cccnc3Oc3ccc(Cl)cc32)CC1 (stereo not given) the results were RGS4 inh 10%[11.4 µM], ALOX12 inh -5%, Pol kappa inh 0%, LDHA inh 0, APEX1 inh 74%[activator], ERG-DNA inh 4%, Apoferritin bind -3%, POLH inh -17% and Pol beta inh 1%.
For CC(C)(C)C(=O)Nc1sc(-c2ccccc2)cc1C(=O)O the results were RGS4 inh 27%, ALOX12 inh -21%, Pol kappa inh -14%, LDHA inh -20, APEX1 inh 14%, ERG-DNA inh -1%, Apoferritin bind 7%, POLH inh -5% and Pol beta inh 17%.
COCCNC(=O)CCn1c(=O)c2cc(OC)c(OC)cc2n(CC(=O)Nc2ccc(Cl)cc2F)c1=O was read as RGS4 inh 6%, ALOX12 inh inconclusive, Pol kappa inh -21%, LDHA inh -5, ERG-DNA inh 1%, Apoferritin bind -3%, POLH inh -1% and Pol beta inh 2%.
Screening COc1ccc(C2=Nc3ccc(F)cc3NC(c3cccc(C(F)(F)F)c3)=N2)cc1 returned RGS4 inh 3%, ALOX12 inh -24%, Pol kappa inh -9%, LDHA inh 1, ERG-DNA inh 2%, Apoferritin bind -24% and Pol beta inh -1%.
CCc1nnc(NC(=O)CCCSc2nc3ccccc3[nH]2)s1 was read as RGS4 inh 6%, ALOX12 inh 0%, Pol kappa inh 7%, LDHA inh 0, APEX1 inh 7%, ERG-DNA inh 13%, Apoferritin bind -9%, POLH inh -15% and Pol beta inh 33%[activator].
Screening O=C(NCc1cccs1)c1ccc(S(=O)(=O)N2CCOCC2)cc1 returned RGS4 inh -16%, ALOX12 inh 2%, Pol kappa inh 0%, LDHA inh -1, APEX1 inh -3%, ERG-DNA inh -6%, Apoferritin bind -7%, POLH inh -6% and Pol beta inh 39%.
COc1cc(/C=C2\NC(=S)N(C)C2=O)ccc1OCc1cccc(F)c1 was read as RGS4 inh -15%, ALOX12 inh 0%, Pol kappa inh -6%, LDHA inh -10, APEX1 inh -13%, ERG-DNA inh 12%, Apoferritin bind -11%, POLH inh -7% and Pol beta inh 26%.
For CCOc1ccc(C(=O)NCC(=O)NCC(c2ccc(OC)cc2)N2CCCC2)cc1 (stereo not given) the results were RGS4 inh inconclusive, ALOX12 inh 4%, Pol kappa inh -10%, LDHA inh 1, APEX1 inh -2%, ERG-DNA inh 2% and POLH inh -8%.
